# From PubChem BioAssay
# MmCpn inh: blocks the Methanococcus maripaludis chaperonin Mm-Cpn; purified Mm-Cpn ATPase, ADP Transcreener TR-FRET; Potency, µM (top dose mostly 76.9 µM), for inactives: top-dose activity, negative = inhibition, usual class: inhibitors; 330,000 tested, 0.031% active; AID 504842; further: potency means the concentration at half of the fitted maximal effect; on the % scale 0 is the no-effect control and ±100 the full control effect; nearly all actives have a fitted effect of over 80% in size
#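 Eu-cryptate anti-ADP/ADP-d2 competition gives a ratio inversely related to ADP. Enzyme at 25 nM was pre-exposed to compound for 10 min, then given 10 uM ATP for 30 min, 37°C throughout.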
# TDP-43 yeast inh: TDP-43 toxicity inhibition in yeast | AID 652104 | TDP-43 expressing yeast growth rescue, BacTiter-Glo, 24 h | Potency, µM (series often up to 46.1 µM), for the others: top-dose growth rescue (activation), hits mostly activators | 410,000 tested, 1.8% active; further: potency means the concentration at half of the fitted maximal effect; % of control where 0% means no effect; nearly all actives have a fitted effect of over 50% in size
#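 Cell-based yeast growth screen: TDP-43 expression induced in galactose, inoculum OD600=0.02 after raffinose pregrowth to mid-log. Read-out BacTiter-Glo luminescence at 24 hr, 30 deg C; inhibition of toxicity seen as signal increase.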
# pAkt inh: Akt phosphorylation inhibition. Neuro2A IGF-stimulated pAkt S473 HTRF, 20 min; active compounds read low. activity change, % for hits at 50 µM. 360,000 tested, 0.32% active. AID 651550; in the data active means activity change below about -80%; inconclusive means mostly about -51% to -80%; further: on the % scale 0 is the no-effect control and ±100 the full control effect
#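 Single-point screen (50 µM final compound) in Neuro2A cells stimulated 20 min with 6 nM IGF at 37 deg C. After lysis, Ser473-phosphorylated Akt read by HTRF (ex 330 nm, em 615/665 nm) as the 665/615 ratio.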
# GLP1R inv ag: acts as inverse agonist at human GLP-1 receptor | Potency, µM (highest dose often 38.3 µM), without a hit: at the highest dose activity change, negative = inhibition, actives largely listed as inhibitors | HEK293 GLP-1R CRE-luciferase, luminescence, 24 h; GLP-1R form is constitutively active | AID 624417 | 410,000 tested, 1.6% active; further: potency means the concentration at half of the fitted maximal effect; on the % scale 0 is the no-effect control and ±100 the full control effect; nearly all actives have a fitted effect of over 55% in size
# Target sequence (P43220 whole entry, looked up): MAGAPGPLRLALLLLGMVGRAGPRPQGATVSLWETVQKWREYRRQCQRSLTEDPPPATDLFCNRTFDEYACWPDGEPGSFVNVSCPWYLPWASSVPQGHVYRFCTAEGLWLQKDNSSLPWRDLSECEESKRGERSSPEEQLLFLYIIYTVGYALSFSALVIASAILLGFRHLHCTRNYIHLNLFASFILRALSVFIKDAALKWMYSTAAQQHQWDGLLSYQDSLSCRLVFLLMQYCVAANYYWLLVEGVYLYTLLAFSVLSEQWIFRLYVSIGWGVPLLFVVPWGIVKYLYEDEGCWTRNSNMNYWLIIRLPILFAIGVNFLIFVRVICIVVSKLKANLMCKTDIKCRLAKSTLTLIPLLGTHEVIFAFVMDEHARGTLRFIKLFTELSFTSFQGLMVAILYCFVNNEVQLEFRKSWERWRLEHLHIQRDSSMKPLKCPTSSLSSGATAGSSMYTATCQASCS
#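 Readout was luciferase luminescence, measured 12 min after detection reagent at room temperature. Beforehand, GLP-1R reporter HEK293 cells had sat 12 h, then received compounds for 24 hr at 37 deg C.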
# aSyn rescue: inhibitors of alpha-synuclein toxicity in yeast. Yeast expressing alpha-synuclein, growth rescue, BacTiter-Glo, 24 h. Potency, µM (titrated, usually from 46.1 µM), without a hit: at the top dose growth rescue (activation), usual class: activators. 370,000 tested, 0.14% active. AID 652106; further: potency means the concentration at half of the fitted maximal effect; % of control where 0% means no effect; nearly all actives have a fitted effect of over 65% in size
#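 Screening used galactose-induced yeast with toxic alpha-synuclein levels, exposed to compound for 24 hr at 30 deg C. Cell growth, read with BacTiter-Glo luminescence, gave the measured signal.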
# PTHR1 ag: activates the human parathyroid hormone receptor PTHR1; Q03431; HEK293 GP2 PTHR1 cells, GloSensor cAMP luminescence, 1 h; Potency, µM (titrated, usually from 115 µM), for inactives: at the highest dose activation, most hits filed as activators; 410,000 tested, 0.075% active; further: potency means the concentration at half of the fitted maximal effect; nearly all actives have a fitted effect of over 55% in size; some results filed as inactive show a strong effect at the top dose; inactives centre near -15; many of its hits are not listed in these tables
# Target sequence (Q03431 whole entry, looked up): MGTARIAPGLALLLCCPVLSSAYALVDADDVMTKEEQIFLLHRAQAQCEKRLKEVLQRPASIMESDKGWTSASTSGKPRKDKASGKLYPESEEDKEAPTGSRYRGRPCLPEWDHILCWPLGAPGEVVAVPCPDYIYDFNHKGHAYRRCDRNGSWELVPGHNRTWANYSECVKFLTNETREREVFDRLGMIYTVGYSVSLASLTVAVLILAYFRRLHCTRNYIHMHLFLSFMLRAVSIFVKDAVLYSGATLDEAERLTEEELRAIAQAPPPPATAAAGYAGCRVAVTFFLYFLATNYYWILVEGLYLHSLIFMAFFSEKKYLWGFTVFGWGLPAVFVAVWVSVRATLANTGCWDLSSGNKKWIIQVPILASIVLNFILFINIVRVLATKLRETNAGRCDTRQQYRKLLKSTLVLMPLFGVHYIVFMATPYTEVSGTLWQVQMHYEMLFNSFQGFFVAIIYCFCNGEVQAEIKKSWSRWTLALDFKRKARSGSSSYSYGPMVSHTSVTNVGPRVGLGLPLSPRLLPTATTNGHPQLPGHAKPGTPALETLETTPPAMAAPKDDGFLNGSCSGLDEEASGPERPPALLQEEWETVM
#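 HEK-293-derived GP2 cells expressing PTHR1 and a GloSensor cAMP reporter, 3,000/well, plated overnight, given luciferin plus IBMX (each 0.5 mM as added) for 1 h at 37 °C, then compound for 1 h at 37 °C. Luminescence was read after 15 min at room temperature.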
# HEK293 tox: cytotoxic in the GLP-1 receptor inverse agonist counter-screen | HEK293 cAMP-luciferase reporter cells, luminescence, 24 h | Potency, µM (top dose mostly 38.3 µM), for the others: at the top dose activity change, negative = inhibition, usual class: inhibitors | 410,000 tested, 0.13% active;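 further: loss of luciferase light is scored as toxicity; potency means the concentration at half of the fitted maximal effect; on the % scale 0 is the no-effect control and ±100 the full control effect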
#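 Luminescence readout: signal drop marks cytotoxicity. Plated cells grew 12 h at 37 °C, 5% CO2, received 23 nL compound for 24 h, then got luciferase reagent, read after 12 min at RT.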
# FUS suppressor: suppressors of FUS proteinopathy in yeast. AID 1347120. 390,000 tested, 0.24% active. S. cerevisiae FUS-expressing, growth rescue, OD600, 24 h. Potency, µM (titrated, usually from 76.6 µM), for inactives: at the top dose growth rescue (activation), most hits filed as activators;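 further: potency means the concentration at half of the fitted maximal effect; plate controls were DMSO vehicle for no effect and reference control for full effect; nearly all actives have a fitted effect of over 55% in size; some results filed as inactive show a strong effect at the top dose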
#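 Compound concentration series was pinned onto galactose-induced FUS-expressing yeast seeded at OD 0.005. Plates sat 24hr at 30C; absorbance at 600 nm gave growth. DMSO served as background control.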
# Abeta yeast res: A-beta toxicity reversal in yeast; 410,000 tested, 0.063% active; AID 1347071; Potency, µM (top dose mostly 46.1 µM), for inactives: top-dose growth rescue, hits mostly activators; yeast expressing A-beta42, growth rescue, OD600, 48 h; response scale: 0% DMSO, 100% iron-clioquinol control; further: potency means the concentration at half of the fitted maximal effect; nearly all actives have a fitted effect of over 55% in size
#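 Growth rescue measured by 600 nm absorbance after 48 h yeast culture at 30 C with compound. Values normalized between DMSO and an equimolar ferric chloride plus clioquinol control.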
# Numbers without * were called inactive; i = inactive; ? = inconclusive; / = no result given; & = joins results of further samples; [ ] = dose if it differs, or a comment. Unless noted, the call rests on the fitted dose curve; in most records, active means well fitted curve in the direction sought with a large enough effect; inconclusive means small, poorly fitted or top-dose-only effect, or another doubt; inactive means no such curve, though single readings can be large; an effect the other way counts as inactive or inconclusive. Not all compounds are listed. The share of hits here may be higher or lower than overall.
entry | compound | GLP1R inv ag | FUS suppressor | PTHR1 ag | HEK293 tox | pAkt inh
1 | Cc1cc(C)nc(NC2=NCC(=O)N2c2ccc(F)c(Cl)c2)n1 | 6% | 21% | i | -1% | i
2 | Cc1cc2nnc(SCC(=O)N3CCCCCC3)n2c(N)n1 | 6% | -21% | 5% | 4% | i
3 | CCOc1ccc(C(=O)NCC(=O)OCC(=O)c2ccc3c(c2)-c2ccccc2C3)cc1 | 7% | 31% | -4% | 0% | i
4 | COc1ccc(C(C(=O)Nc2ccc(C(C)C)cc2)N(C)C(=O)Cc2cccs2)cc1 (stereo not given) | 3.2µM* | ? | -31% | -11% | /
5 | Cc1cccc2cc(/C=N/Nc3ccc(C(=O)O)cc3)c(Cl)nc12 | 59%[activator] | 0% | -41%[inhibitor] | 51%[activator] | i
6 | CCC(C)(C)n1nnnc1C(C(C)C)N1CCSCC1 (stereo not given) | -17% | 14% | -4%[57.5 µM] | 8% | i
7 | Cc1ccc(C)c(NC(=O)CN(C)C(=O)c2cc([N+](=O)[O-])ccc2N2CCOCC2)c1 | 14% | 3% | i | -22% | i
8 | COc1ccc([N+](=O)[O-])cc1NC(=O)CSc1ccc2ccccc2c1 | -28% | 0% | -20% | 18% | i
9 | COc1ccc(CN2CC(=O)N(c3ccc(C)cc3C)C2=S)cc1OC | 26% | 15% | -25% | 7% | i
10 | CSC(=NC#N)N1CCN(c2ccc([N+](=O)[O-])cc2)CC1 | -29% | 7% | -10% | ? | i
11 | COc1cc(C(=O)O/N=C2\C=CC(=O)C(C)=C2)cc(OC)c1OC | 0% | 4% | -20% | -9% | i
12 | CCOC(=O)c1cc2c(C)[nH]c(C)c2cc(C(=O)OCC)c1=O | 19% | 19% | -47%[inhibitor] | 1% | i

entry | MmCpn inh | TDP-43 yeast inh | aSyn rescue | Abeta yeast res
1 | 0% | -10% | -1% | -2%
2 | 0% | 8% | 5% | -5%
3 | ? | 21% | 1% | -4%
4 | / | ? | / | ?
5 | -3% | 19% | 5% | -22%
6 | 1% | -12% | 7% | -12%
7 | -3% | 20% | 1% | 4%
8 | -5% | ? | 9% | 13%
9 | 1% | -2% | 0% | -4%
10 | 0% | 13% | 7% | 2%
11 | -24% | 28% | 1% | -26%
12 | -9% | -13%[9.22 µM] | -6% | -13%

# Some of the entries so far, with each value named:
8: COc1ccc([N+](=O)[O-])cc1NC(=O)CSc1ccc2ccccc2c1
  GLP1R inv ag: -28%	FUS suppressor: 0%	PTHR1 ag: -20%	HEK293 tox: 18%	pAkt inh: i	MmCpn inh: -5%	TDP-43 yeast inh: ?	aSyn rescue: 9%	Abeta yeast res: 13%
9: COc1ccc(CN2CC(=O)N(c3ccc(C)cc3C)C2=S)cc1OC
  GLP1R inv ag: 26%	FUS suppressor: 15%	PTHR1 ag: -25%	HEK293 tox: 7%	pAkt inh: i	MmCpn inh: 1%	TDP-43 yeast inh: -2%	aSyn rescue: 0%	Abeta yeast res: -4%

# (more compounds)
entry | compound | GLP1R inv ag | FUS suppressor | PTHR1 ag | HEK293 tox | pAkt inh
13 | Cc1cc(C)c2c(=O)cc(CSc3nnc(-c4ccccc4)n3C)[nH]c2c1 | 3% | 8% | i | -12% | /
14 | N#CCC(=O)Nc1ccc(C(=O)OCC(=O)NC(=O)NCc2ccco2)cc1 | -8% | 29% | -5% | 1% | i
15 | Cc1ccc(NC(=O)CN(C)C(=O)C(C)N2CCN(Cc3ccccc3C)CC2)cc1 (stereo not given) | ? | / | i | -15% | i
16 | COc1ccc(C2=NN(c3nc(C(=O)O)cs3)C(O)(C(F)(F)F)C2)c(OC)c1 (stereo not given) | 44% | 7% | -51%[inhibitor] | -8% | i
17 | Cc1ccc(NC(=O)C(C)N2C(=O)c3ccccc3S2(=O)=O)cc1Cl (stereo not given) | 52%[activator] | 6% | -25% | -1% | i
18 | CNC(=O)C(=O)Nc1cc2c3c(c1)C(C)C(=O)N3CCC2 (stereo not given) | 3% | -2% | -18% | -3% | i
19 | CN(C)c1ccc(CNCC2CCCO2)cc1 (stereo not given) | 12% | -13% | -24% | 6% | i
20 | O=C(NN=C1CCCC1)c1cc(-c2ccccc2)n[nH]1 | 15% | / | -10% | 16% | i
21 | Cc1ccc(C)c(-c2ccc(=O)n(Cc3c(F)cccc3Cl)n2)c1 | ? | ? | -9%&-11% | 23%&-5% | i
22 | CCc1nn2c(=O)cc(COC(=O)c3ccccc3NC(=O)COc3ccc(C)c(C)c3)nc2s1 | 2% | -5% | -11% | 1% | /
23 | COCCNc1nc(NCCN2CCNC2=O)c2sc(-c3ccccc3)cc2n1 | ? | 8% | 11% | -5% | i
24 | CCSC1=N/C(=C\c2ccc(-c3ccccc3[N+](=O)[O-])o2)C(=O)S1 | 5% | 32% | -19% | -1% | i

entry | MmCpn inh | TDP-43 yeast inh | aSyn rescue | Abeta yeast res
13 | / | 12% | / | -9%
14 | -3% | 9% | 0% | 13%
15 | 0% | 15% | 1% | 7%
16 | -3% | 4% | -8% | 1%
17 | -1% | -14% | 6% | ?
18 | -4% | 4% | -15% | -6%
19 | 1% | 17% | 9% | -9%
20 | -1% | -8% | -3% | -6%
21 | 1% | 1%&0% | 18% | -27%&-2%
22 | / | 18% | / | -12%
23 | / | 5% | -14% | -16%
24 | -4% | 1% | -1% | -10%

# 5 entries already listed, sorted by formula weight, smallest number first:
entry | compound | GLP1R inv ag | FUS suppressor | PTHR1 ag | HEK293 tox | pAkt inh
10 | CSC(=NC#N)N1CCN(c2ccc([N+](=O)[O-])cc2)CC1 | -29% | 7% | -10% | ? | i
1 | Cc1cc(C)nc(NC2=NCC(=O)N2c2ccc(F)c(Cl)c2)n1 | 6% | 21% | i | -1% | i
9 | COc1ccc(CN2CC(=O)N(c3ccc(C)cc3C)C2=S)cc1OC | 26% | 15% | -25% | 7% | i
13 | Cc1cc(C)c2c(=O)cc(CSc3nnc(-c4ccccc4)n3C)[nH]c2c1 | 3% | 8% | i | -12% | /
23 | COCCNc1nc(NCCN2CCNC2=O)c2sc(-c3ccccc3)cc2n1 | ? | 8% | 11% | -5% | i

entry | MmCpn inh | TDP-43 yeast inh | aSyn rescue | Abeta yeast res
10 | 0% | 13% | 7% | 2%
1 | 0% | -10% | -1% | -2%
9 | 1% | -2% | 0% | -4%
13 | / | 12% | / | -9%
23 | / | 5% | -14% | -16%

# Remaining list, next part.
entry | compound | GLP1R inv ag | FUS suppressor | PTHR1 ag | HEK293 tox | pAkt inh
25 | NC(=O)COC(=O)c1ccc(NS(=O)(=O)c2ccc3c(c2)OCCO3)cc1 | 6% | 7% | -5% | 4% | i
26 | CCN(CC)C(=O)N1CCN(C(=O)N2CCOCC2)CC1 | -16% | -19% | i | -4% | i
27 | Cc1cc(-n2c(C)cc(C(=O)CSc3nnc4sc5ccccc5n34)c2C)no1 | 10% | 7% | -11%[57.5 µM] | 3% | i
28 | COc1ccccc1NC(=O)CCSc1nnc(-c2ccco2)o1 | 8% | 21% | i | 7% | i
29 | Cc1cc(NC(=O)c2cc3ccccc3o2)cc(C)c1OCC(=O)N1CCOCC1 | 0% | 7% | -4%[57.5 µM] | -11% | i
30 | COc1ccccc1N(C1=NCCCS1)S(=O)(=O)c1ccc(C(C)(C)C)cc1 | ? | 24% | i | 3% | i
31 | CCOC(=O)c1nnn2c3ccccc3c(=O)n(C)c12 | 44%[activator] | -3% | i | 0% | i
32 | COCCN(Cc1cc2cc3c(cc2nc1Cl)OCO3)C(=O)Nc1ccc(F)cc1 | -6% | 17% | -16%[57.5 µM] | -37% | i
33 | COC(=O)c1[nH]c2ccccc2c1NS(=O)(=O)c1ccc(F)c(C)c1 | -13% | 11% | -6%[57.5 µM] | 6% | i
34 | COc1ccc(Cl)cc1NC(=S)N(CCCN1CCOCC1)Cc1cn(C)c2ccccc12 | ? | 58% | -24% | -6%[1.53 µM] | i
35 | Cc1c(OC(=O)CNC(=O)OC(C)(C)C)ccc2c3c(c(=O)oc12)CCC3 | 35%[activator] | 26% | -19% | 136%[activator] | i
36 | Cc1c(Cl)cccc1NC(=O)CCN1CCCCCC1 | -6% | 15% | i | 3% | i

entry | MmCpn inh | TDP-43 yeast inh | aSyn rescue | Abeta yeast res
25 | 0% | 1% | 1% | 5%
26 | -1% | -14% | -11% | -2%
27 | -3% | -7% | -10% | -4%
28 | -1% | -5% | -3% | -14%
29 | -5% | -18% | 0% | 1%
30 | -6% | 7%[9.22 µM] | -1% | 4%
31 | 1% | 4% | 3% | -4%
32 | 1% | -11% | 2% | 11%
33 | -1% | 7% | -2% | 6%
34 | 1% | -15% | -2% | 10%
35 | -6% | 3% | 17% | 9%
36 | -2% | 4% | -3% | 8%

# Further compounds follow:
entry | compound | GLP1R inv ag | FUS suppressor | PTHR1 ag | HEK293 tox | pAkt inh
37 | CCOC(=O)c1nn(-c2ccccc2)c(C(=O)OCC)c1N | 45%[activator] | -5% | -3%[57.5 µM] | ? | i
38 | Cc1nnc(NC(=O)CSc2nnc(-c3ccco3)o2)s1 | 1% | 8% | -11% | 1% | i
39 | Cc1ccc(C(=O)N2C(=O)c3cccc(N)c3C2=O)o1 | 14% | -6% | -7% | ? | i
40 | O=C(/C=C/Nc1ccc(Cc2ccc(N/C=C/C(=O)C(F)(F)F)cc2)cc1)C(F)(F)F | 3% | 25% | i | 34%[activator] | i

entry | MmCpn inh | TDP-43 yeast inh | aSyn rescue | Abeta yeast res
37 | -5% | 2% | 1% | -19%
38 | 0% | -6% | 3% | -8%
39 | 0% | -21% | -2% | -13%
40 | -1% | 10% | 2% | 6%
